Myeloid diff MLP = myeloid differentiation induction; ER-HoxA9 myeloid progenitors, lysozyme-GFP differentiation, flow cytometry; calls only at 10 µM; 360,000 tested, 1% active;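 active = normalized GFP-positive differentiation at or above the plate's own cutoff, the solvent-only control mean plus 3 SD; inconclusive = no clear call, values can overlap the other calls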;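 also: cells exposed to compound for four days before flow analysis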
Hep lipid drop = modulators of hepatic lipid droplet formation; inhibition, % at 6.5 µM; AML12 mouse hepatocytes, oleate lipid droplets, BODIPY imaging; 240,000 tested, 0.4% active; AID 1656;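 active = lipid droplet intensity inhibited by at least 50%, with more than 500 cells counted; inconclusive = wells with under 300 cells, treated as cytotoxic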
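material = mouse AML12 hepatocyte cell line, fixed after treatment | also added = 100 µM oleic acid challenge | doses = compound at 6.5 µM only | schedule = overnight exposure | technique = Image-based BODIPY and DAPI two-channel analysis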
LYP phosphatase = PTPN22 lymphoid phosphatase activity blockers – biochemical, fluorescence intensity, uHTS (AID 1779); recombinant LYP phosphatase, fluorescence intensity; higher % means a stronger effect; one-dose inhibition, % at 11.5 µM; IC50 in µM for titrated hits; 290,000 tested, 0.054% active;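 also: plate controls were vehicle with enzyme for no effect and no enzyme for full effect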
XIAP antagonists = XIAP antagonists, biochemical, IAP family, fluorescence polarization (AID 1018) | displacement, % at 20 µM; hits with a dose series show IC50 in µM | 200,000 tested, 0.007% active | XIAP BIR domain, fluorescence polarization peptide displacement; higher % means a stronger effect; in the data active = displacement above about 50%; also: a part of the inactive calls stands beside numbers as strong as those of hits
HIV fusion peptide = inhibitors of HIV fusion peptide binding, primary screen, biochemical, uHTS, fluorescence dequenching (AID 1986). cell-free peptide binding, fluorescence dequenching, 30 min; higher % means a stronger effect. one-dose inhibition, % at 20 µM; IC50 in µM for titrated hits. 290,000 tested, 0.3% active; in the data active = inhibition mostly above about 52%, no sharp cut-off; inactive = mostly below about 76%; also: some results filed as inactive read as strong as hits
AID2073 = disruptors of CaV2.2 binding to Mint1 – biochemical, HTRF (AID 2073); HTRF protein-protein interaction, Mint1-CaV2.2; higher % means a stronger effect; inhibition, % at 20 µM; hits with a dose series show IC50 in µM; 290,000 tested, 0.19% active; in the data active = inhibition mostly above about 51%, no sharp cut-off; inconclusive = no clear call, values can overlap the other calls; inactive = mostly below about 53%; also: some results filed as inactive read as strong as hits
NOD2 inhibition = NOD2 signaling inhibitors, cell-based, luminescence, uHTS, HEK293 (AID 1566) | 290,000 tested, 0.63% active | HEK293 NOD2/NF-kB luciferase reporter, luminescence; higher % means a stronger effect | one-dose inhibition, % at 4 µM; EC50 in µM for titrated hits; also: many of its hits are not listed in these tables
NS5 inhibitors = flavivirus cap methylation enzyme inhibition – biochemical, confirmation dose response, primary screen (AID 588689) | one-dose inhibition, % at 25 µM; IC50 in µM for titrated hits | 340,000 tested, 0.3% active | Dengue-2 NS5 methyltransferase capping enzyme assay, biochemical; higher % means a stronger effect; in the data active = a potency from the dose series; inconclusive = inhibition above about 29% without an active follow-up result
Siah-1 displacement = blockers of Siah-1 interaction with plectin peptide – biochemical, fluorescence polarization, rhodamine-plectin, uHTS, primary screen (AID 1817); Siah-1 / rhodamine-plectin peptide fluorescence polarization; higher % means a stronger effect; displacement, % at 20 µM, or IC50 in µM where a hit was titrated; 290,000 tested, 0.02% active;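 active = displacement of at least 50% at 20 µM, with a fluorescence ratio check between 0.3 and a set limit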;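 also: plate controls were Siah plus tracer with DMSO for no effect and tracer alone without Siah for full effect; strong numbers were not always called active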
Hep lipid drop cells 6.5 µM = second read-out of Hep lipid drop, no call of its own (marks repeat the call); cell count; measured here: cell count, cytotoxicity flag;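 cells counted across two imaged fields per well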
Myeloid diff MLP GFP+ MAC1+ % = recorded beside Myeloid diff MLP, whose call it bears; GFP+ MAC1+ double positive, %; measured here: differentiation confirmed by MAC1 staining
* = called active by the depositor; i = inactive; ? = inconclusive; nt = not tested or not shown. Rule as the data show it, unless noted: active = inhibition above about 50%; inactive = the rest. A portion of the library. The share of hits here may be higher or lower than overall.

SMILES	Myeloid diff MLP	Myeloid diff MLP GFP+ MAC1+ %	Hep lipid drop	Hep lipid drop cells 6.5 µM	LYP phosphatase	XIAP antagonists	HIV fusion peptide	AID2073	NOD2 inhibition	NS5 inhibitors	Siah-1 displacement
O=C(/C=C/c1ccc(Cl)cc1Cl)N1CCN(c2ccc([N+](=O)[O-])c(N3CCOCC3)c2)CC1	i	1.1	13	581	-10%	-10%	-2.5%	4%	20%	-4%	0%
CC(NS(=O)(=O)c1ccccc1)C(N)=O (configuration not stated)	i	1.2	18	781	-1%	-13%	-0.5%	-5%	7%	0%	1%
COC(=O)CCNC(=O)Cc1c(C)n(C(=O)c2ccc(Cl)cc2)c2ccc(OC)cc12	i	0.4	22	786	-9%	nt	-1.3%	2%	23%	-17%	-1%
CCC(C)NC(=O)Cn1nc(C(F)(F)F)c2c1CCCC2 (configuration not stated)	i	0.5	-22	698	-4%	-3.7%	2.7%	3%	0%	-3%	30%
CC(=O)Nc1ccc(NC(=O)CCn2c(=S)oc3ccccc32)cc1	i	0.3	1	686	-5%	-14%	0.1%	12%	21%	-18%	5%
Cc1ccc(C)c(-n2c(Cc3cc(=O)[nH]c(=O)[nH]3)nnc2SCC(=O)NCC2CCCO2)c1 (configuration not stated)	i	1.0	nt	nt	-1%	-5.4%	1.1%	11%	-7%	-2%	0%
COC(=O)C1=C(C)N(C(C)c2ccccc2)C(=O)C1 (configuration not stated)	i	0.4	11	688	-3%	-5.3%	2.3%	7%	3%	5%	5%
c1ccc(Oc2cccc(CN3CCOCC3)c2)cc1	i	6.8	3	776	-8%	-7.1%	-2.1%	4%	0%	-6%	-5%
CCOC(=O)N1CCN(C(=O)CNC(=O)c2nn(-c3ccc(OC)cc3OC)c(=O)c3ccccc23)CC1	i	0.6	-7	831	-9%	nt	-0.5%	11%	0%	-5%	0%
CC1CCC(NC(=O)C2CCC(CNS(=O)(=O)c3ccccc3)CC2)CC1 (configuration not stated)	i	0.9	8	826	-5%	nt	2.4%	8%	-11%	-3%	13%
N#C/C(=C/c1cn(-c2ccccc2)nc1-c1cccc(OCc2ccccc2)c1)C(=O)NCCCn1ccnc1	i	0.6	-12	635	-3%	-8.4%	3.8%	27%	8%	-3%	-10%
CCOC(=O)c1sc(NC(=O)CSc2nc3ccccc3s2)c(C(=O)OCC)c1C	nt	nt	-1	714	-6%	-9.7%	1.5%	0%	-7%	nt	3%
COc1ccc(NC(=O)c2ccc3ccccc3n2)cc1S(=O)(=O)Nc1ccccc1Cl	i	0.9	5	661	6%	-3.0%	2.9%	11%	-6%	-4%	3%
CSc1ccc(CN2CCC(Oc3cccc(C(=O)N4CCCC4)c3)CC2)cc1	i	2.0	-2	816	-7%	nt	1.2%	9%	15%	-6%	6%
CC1Cc2ccccc2N1C(=O)CSc1nnnn1C (configuration not stated)	i	1.7	21	806	-7%	-2.0%	-0.2%	0%	17%	0%	-2%
CNC(=O)c1cc2c(ccc3ccccc32)o1	i	0.1	27	726	-7%	1.0%	-0.3%	7%	-40%	2%	2%
COc1ccccc1NS(=O)(=O)c1ccc(OC)c([N+](=O)[O-])c1	i	0.3	-4	651	-7%	-2.6%	1.8%	-13%	10%	-9%	4%
CCOc1ccccc1N1CCN(C(=O)c2ccc(-c3ccc(OC(C)=O)cc3)cc2)CC1	i	0.7	nt	nt	5%	nt	0.6%	3%	31%	1%	-2%
O=C(OCC(=O)c1cccc2ccccc12)c1ccc(CO)cc1	?	nt	-8	800	-2%	nt	1.2%	-2%	-15%	-8%	2%
O=C1c2ccccc2C(=O)N1CCC1=CCCCC1	i	0.7	15	761	0%	-2.2%	0.5%	1%	-10%	1%	2%
COC(=O)c1cc(NC(=O)Cc2ccc(OC)c(OC)c2)cc(C(=O)OC)c1	i	0.3	nt	nt	0%	1.5%	0.4%	-8%	-1%	-10%	1%
O=C(Nc1c(Cl)ccc2nsnc12)c1ccc([N+](=O)[O-])o1	?	nt	-20	665	-4%	nt	-0.4%	44%	nt	-1%	-1%
C=CCOc1ccc(/C=C2\SC(=S)N(CCC(=O)O)C2=O)cc1	i	0.0	-15	664	0%	nt	19%	-8%	31%	8%	1%
COc1ccccc1NC(=O)CSc1nnc(-c2ccc(C)cc2)o1	i	2.2	nt	nt	1%	-6.4%	1.1%	-10%	-140%	-7%	3%
CN(c1ccc(OCc2nnc(-c3ccccc3)o2)cc1)S(=O)(=O)c1ccccc1	i	0.8	8	769	-6%	-7.9%	-2.1%	15%	13%	-4%	12%
CC(C)C(=O)Nc1ccc(C(=O)N2CCCCCC2)cc1	i	1.6	0	787	-5%	-1.7%	2.3%	-2%	7%	-1%	-2%
O=C(C1=C[C@@H](c2coc3ccccc3c2=O)C[C@@H](OCc2ccc(CO)cc2)O1)N1CCN(Cc2ccccc2)CC1	i	0.3	-4	781	-2%	-7.7%	0.0%	6%	6%	-2%	2%
CC1(/[N+]([O-])=C\c2ccccc2F)CCCCC1=O (configuration not stated)	i	0.8	-14	728	-8%	nt	-1.5%	20%	7%	1%	9%
CCCS(=O)(=O)N1CCC(C(=O)NC2CCCC(C)C2C)CC1 (configuration not stated)	i	1.0	9	632	-9%	1.7%	-0.9%	5%	5%	-3%	0%
Cc1ccc(S(=O)(=O)N2CCN(S(=O)(=O)N3CCCCC3)CC2)cc1	i	0.4	-5	732	-1%	-0.7%	-0.6%	5%	5%	-5%	1%
Cc1c(C(=O)O)c(=O)n(-c2ccccc2)n1-c1ccccc1	i	0.2	19	703	-3%	-6.5%	1.2%	2%	3%	-2%	11%
Cc1ccc(/C=C2\SC(N3CCCC3)=NC2=O)cc1	nt	nt	4	738	-3%	-0.3%	-0.9%	0%	-8%	nt	4%
Cc1ccccc1-c1cc2nc(-c3ccc([N+](=O)[O-])cc3)cc(=O)n2[nH]1	i	0.3	-8	724	-9%	0.1%	4.6%	-4%	11%	-4%	-3%
CN1CCN(C(=O)C2=C[C@@H](c3ccc(C(F)(F)F)cc3)C[C@@H](OCCCCO)O2)CC1	i	2.5	-4	720	-6%	0.3%	0.1%	12%	-14%	-15%	1%
CCOC(=O)c1c(C)nc2c(c1-c1ccc(OC)c(OC)c1)C(=O)c1ccccc1-2	i	7.5	nt	nt	0%	-3.1%	-0.6%	9%	9%	-7%	2%
O=C(CCC1CCCCC1)Nc1nccs1	i	0.3	13	714	-9%	-4.6%	-0.4%	5%	-12%	-4%	15%
Cc1cccc(NC(=O)COc2ccc(/C=C\c3[nH]c(=O)[nH]c(=O)c3[N+](=O)[O-])cc2)c1	i	0.2	26	708	8%	-4.7%	40%	4%	10%	7%	16%
O=C(COC(=O)CNC(=O)c1ccccc1)Nc1ccccc1Cl	i	0.1	3	647	-9%	-1.4%	-0.7%	-4%	16%	-7%	-5%
Cc1nc2n(n1)C(c1ccccc1)C1=C(CC(c3ccco3)CC1=O)N2 (configuration not stated)	i	1.1	-11	636	0%	-6.6%	1.5%	1%	4%	-2%	-7%
CCCSc1oc(-c2ccco2)nc1S(=O)(=O)c1ccc(C)cc1	i	0.9	-60	795	-2%	nt	0.0%	4%	6%	-6%	3%
O=C(CSc1nnnn1-c1ccccc1)N1CCc2ccccc21	i	1.2	5	757	-6%	-3.6%	2.6%	-6%	-3%	0%	6%
Cc1cccn2c(=O)c3cc(C(=O)NCC4CCCO4)c(=N)n(CC4CCCO4)c3nc12 (configuration not stated)	i	0.5	-10	807	-57%	nt	-2.4%	24%	11%	-3%	-4%
Clc1ccc(OCc2nc(-c3ccccn3)no2)c(Br)c1	i	5.1	3	552	-4%	-4.3%	1.2%	1%	-150%	-1%	2%
O=C(CCN1CCOCC1)NNC(=O)/C(=C/c1ccccc1)NC(=O)c1ccccc1	i	0.3	-2	703	-6%	-4.3%	-1.3%	9%	8%	5%	0%
CCn1c(N)c(C(=O)NCc2cccnc2)sc1=S	i	0.3	nt	nt	-2%	-3.2%	-0.9%	-17%	3%	2%	5%
CC1CCN(C(=O)CSc2nnc(-c3ccncc3)n2C)CC1	i	0.8	2	754	-8%	3.4%	-0.4%	1%	9%	-7%	-5%
CC1(C)CC(NC(=O)COc2cc3oc(=O)c4c(c3cc2Cl)CCC4)CC(C)(C)N1	?	nt	-6	647	-9%	nt	0.4%	-7%	23%	-2%	9%
Cc1cc(C)c(C#N)c(SCC(=O)NC(C)(C)C)n1	i	1.7	nt	nt	-4%	-0.8%	-2.2%	-5%	13%	-3%	2%
O=C(N/N=C/c1ccccc1Cl)c1ccc(F)cc1	i	3.6	nt	nt	0%	-0.7%	-1.3%	-4%	-87%	-4%	-2%
Cc1ccccc1C(NC(N)=O)c1ccccc1 (configuration not stated)	i	0.3	12	814	3%	-9.0%	-1.2%	8%	-8%	-2%	6%
CCC(=O)Nc1cccc(C2=NN(c3ccccc3)C(c3ccc(OC)cc3)C2)c1 (configuration not stated)	i	0.9	8	824	-35%	nt	0.2%	38%	2%	-2%	10%
COc1ccc(-c2noc(-c3cccc(OC)c3OC)n2)cc1OC	i	1.5	nt	nt	-2%	-2.4%	2.1%	-1%	-48%	-8%	1%
CCOc1ccc(S(=O)(=O)N2CCC(C(=O)N3CCOCC3)CC2)cc1C	i	3.1	-42	676	-17%	nt	1.2%	-1%	22%	7%	-6%
O=C1OCCC1S(=O)(=O)c1ccc2ccccc2c1 (configuration not stated)	i	1.8	nt	nt	-6%	-5.1%	0.1%	2%	-9%	6%	-1%
CCOC(=O)c1ccc(S(=O)(=O)N2CC(=O)Nc3ccccc32)cc1	i	5.6	-17	795	-8%	nt	-2.3%	30%	-12%	-6%	-4%

An excerpt of these results, with two lines to a compound.
Screens in order: Myeloid diff MLP	Myeloid diff MLP GFP+ MAC1+ %	Hep lipid drop	Hep lipid drop cells 6.5 µM	LYP phosphatase	XIAP antagonists	HIV fusion peptide	AID2073	NOD2 inhibition	NS5 inhibitors	Siah-1 displacement
CC1CCN(C(=O)CSc2nnc(-c3ccncc3)n2C)CC1
  i	0.8	2	754	-8%	3.4%	-0.4%	1%	9%	-7%	-5%
CC1(C)CC(NC(=O)COc2cc3oc(=O)c4c(c3cc2Cl)CCC4)CC(C)(C)N1
  ?	nt	-6	647	-9%	nt	0.4%	-7%	23%	-2%	9%
Cc1cc(C)c(C#N)c(SCC(=O)NC(C)(C)C)n1
  i	1.7	nt	nt	-4%	-0.8%	-2.2%	-5%	13%	-3%	2%
O=C(N/N=C/c1ccccc1Cl)c1ccc(F)cc1
  i	3.6	nt	nt	0%	-0.7%	-1.3%	-4%	-87%	-4%	-2%
Cc1ccccc1C(NC(N)=O)c1ccccc1 (configuration not stated)
  i	0.3	12	814	3%	-9.0%	-1.2%	8%	-8%	-2%	6%

Source: PubChem BioAssay
